NCI-60 one-dose screen, 48 h, at 10 µM unless noted. Numbers give growth in % (100 = growth as untreated, 0 = no growth, -100 = all killed).
UACC-257 – UACC-257 melanoma. hit rate 4.4% among 78,000
T-47D – T-47D breast cancer; AID 1794792; hit rate 5% among 79,000
BT-549 – BT-549 breast cancer | hit rate 4.4% among 78,000 | AID 1794793
SK-MEL-2 – SK-MEL-2 melanoma | hit rate 4.7% among 77,000
MALME-3M – MALME-3M melanoma; AID 1794766; hit rate 5.8% among 78,000
LOX IMVI – LOX IMVI melanoma; hit rate 7.4% among 79,000
HS 578T – HS 578T breast cancer; hit rate 4.1% among 78,000
UACC-62 – UACC-62 melanoma; hit rate 5.4% among 81,000; AID 1794756
An asterisk follows results filed as active; · = not tested or not shown; [ ] = remark or other dose. How the source made its calls: active means growth percent below 10; inactive means the rest.

SMILES	UACC-257	T-47D	BT-549	SK-MEL-2	MALME-3M	LOX IMVI	HS 578T	UACC-62
COc1ccc(CSCC(NC(=O)OC(C)(C)C)C(=O)O)cc1 (configuration not stated)	100	103	118	·	121	100	119	107
CNC(=O)[C@H](O)[C@@H](N)Cc1ccccc1	100	107	110	120	102	98	103	96
COc1ccc(CNC(=O)C2CSC3c4ccccc4C(=O)N23)cc1OC (configuration not stated)	75	86	108	80	102	99	98	98
O=C(O)c1cccs1	102	95	103	102	99	97	102	102
CNC(=O)N(C)C(=O)c1ccccc1C(=O)N(C)C(=O)NC	92	102	103	92	96	99	96	88
COc1ccc2cc(-c3nc4ccccc4o3)c(Cl)nc2c1OC	103	93	104	95	93	92	93	99
CCOC(=O)C(=CCC(C)C)C(=O)OCC	110	88	93	113	120	93	99	93
O=C(Cc1ccccc1)NNc1nc(-c2ccccc2)nc2ccccc12	111	70	93	98	96	92	92	88
C/C(=N\NC(=O)CSc1nc2ccccc2c(=O)n1CCc1ccc(S(N)(=O)=O)cc1)c1ccc(Cl)cc1	89	57	96	85	74	79	48	76
C=CCOC(=O)CC(=O)c1ccccc1	102	93	107	102	99	92	96	102
COc1ccc(-c2cc(=O)c3c(C)cc(O)cc3o2)cc1	128	117	110	116	121	·	122	99
CC1NC(C)c2ccc3ccccc3c2O1 (configuration not stated)	99	108	107	100	119	98	108	94
CN(C)CCCN1c2ccccc2Sc2ccc(C(F)(F)F)cc21	6.5*	5.9*	26	-16*	-81*	-75*	27	-53*
COc1ccc(-c2[nH]c3ncc(-c4ccc(F)cc4)n3c(=O)c2C#N)cc1	100	90	112	108	106	95	104	84
C=C(C)[C@@H]1CC[C@]2(C)[C@H](CC[C@@H]3[C@@H]([C@@](C)(O)CCC=C(C)C)CC[C@]32C)[C@@]1(C)CCC(=O)OC	104	105	101	109	108	84	99	94
COc1cc(N2C(=O)C=CC2=O)ccc1N1C(=O)C=CC1=O	104	77	95	113	97	99	102	106
CCCCC(=O)N/N=C/c1cc(I)cc(I)c1O	42	52	55	64	76	39	77	39
O=C1NC(=S)N/C1=C/c1ccc2c(c1)CCC2	105	93	91	115	103	105	100	101
CCN(CC)CCC(CNc1c(C)cnc2cc(Cl)ccc12)c1ccc(Cl)cc1 (configuration not stated)	-58*	60	68	93	-58*	34	70	-29*
COc1cccc(C=C2C(=O)NC(=O)NC2=O)c1O	96	103	106	124	114	105	106	98
NCCCN	·	99	106	122	95	112	104	109
CCOC(=O)N/N=C\C(C)=N\NC(=O)OCC	93	100	100	111	85	96	115	99
Nc1cc(N)[nH]c(=S)n1	101	·	111	100	95	93	111	97
Cc1cc(C)c2c(Cn3cc(Cn4c(=O)n(Cc5cn(Cc6cc(=O)oc7cc(C)cc(C)c67)nn5)c5ccccc54)nn3)cc(=O)oc2c1	91	93	104	110	94	96	93	94
C[C@@H]1CN(c2c(F)c(F)c3c(=O)c(C(=O)O)cn(C4CC4)c3c2F)C[C@H](C)N1	109	113	103	130	103	102	127	121
CCCCCCC1CCC(OC(C)=O)CC1 (configuration not stated)	87	101	100	104	99	98	102	97
CCC1(C(=O)OC)CCc2c(cc(OC)c3ccccc23)C1=O (configuration not stated)	119	86	79	112	120	95	109	80
Cc1ccc(NC(=O)N2CCN(C)CC2)cc1	99	93	94	97	95	98	100	93
O=C(/C=C/c1ccc(OCc2ccccc2)cc1)c1nc2ccccc2[nH]1	105	91	113	129	95	·	·	102
COc1cc(CNC(=O)/C=C/c2ccc3c(c2)OCO3)ccc1OCc1cn(-c2cccc(Cl)c2)nn1	101	84	97	116	90	·	·	76

Full records, looked up by structure. Values in the order: UACC-257, T-47D, BT-549, SK-MEL-2, MALME-3M, LOX IMVI, HS 578T, UACC-62
C[C@@H]1CN(c2c(F)c(F)c3c(=O)c(C(=O)O)cn(C4CC4)c3c2F)C[C@H](C)N1 is listed as 109, 113, 103, 130, 103, 102, 127, 121
COc1cccc(C=C2C(=O)NC(=O)NC2=O)c1O is listed as 96, 103, 106, 124, 114, 105, 106, 98
COc1cc(CNC(=O)/C=C/c2ccc3c(c2)OCO3)ccc1OCc1cn(-c2cccc(Cl)c2)nn1 is listed as 101, 84, 97, 116, 90, ·, ·, 76
O=C1NC(=S)N/C1=C/c1ccc2c(c1)CCC2 is listed as 105, 93, 91, 115, 103, 105, 100, 101
CCOC(=O)N/N=C\C(C)=N\NC(=O)OCC is listed as 93, 100, 100, 111, 85, 96, 115, 99

Part of the list above in order of formula weight, high to low:
SMILES	UACC-257	T-47D	BT-549	SK-MEL-2	MALME-3M	LOX IMVI	HS 578T	UACC-62
COc1cc(CNC(=O)/C=C/c2ccc3c(c2)OCO3)ccc1OCc1cn(-c2cccc(Cl)c2)nn1	101	84	97	116	90	·	·	76
CCN(CC)CCC(CNc1c(C)cnc2cc(Cl)ccc12)c1ccc(Cl)cc1 (configuration not stated)	-58*	60	68	93	-58*	34	70	-29*
Cc1ccc(NC(=O)N2CCN(C)CC2)cc1	99	93	94	97	95	98	100	93
Nc1cc(N)[nH]c(=S)n1	101	·	111	100	95	93	111	97
NCCCN	·	99	106	122	95	112	104	109

Returning to the listing, starting 2 compounds before the break.
SMILES	UACC-257	T-47D	BT-549	SK-MEL-2	MALME-3M	LOX IMVI	HS 578T	UACC-62
O=C(/C=C/c1ccc(OCc2ccccc2)cc1)c1nc2ccccc2[nH]1	105	91	113	129	95	·	·	102
COc1cc(CNC(=O)/C=C/c2ccc3c(c2)OCO3)ccc1OCc1cn(-c2cccc(Cl)c2)nn1	101	84	97	116	90	·	·	76
COc1cc2c(cc1OCCCOc1ccc(-c3ccc4c(c3)c3cc(-c5ccc(OCCCOc6cc7c(cc6OC)C(=O)N6CCC[C@H]6C=N7)cc5)ccc3n4S(=O)(=O)c3ccc(F)cc3)cc1)N=C[C@@H]1CCCN1C2=O	·	96	120	87	102	91	94	76
CCCCN1C(=O)CCC1=O	88	105	123	109	120	94	97	102
CCn1c(Cn2nc(C)cc2C)nnc1SCC(=O)Nc1ccc(S(N)(=O)=O)cc1	100	86	100	93	84	93	90	81
O=C1CSC(=NCC(=O)n2cnc3ccccc32)N1	113	100	108	99	106	97	110	103
Cc1c(-c2nnc(SCc3ccccc3)o2)sc2nc3ccccc3n12	95	95	139	107	118	108	121	98
C=C(C)[C@@H]1CC[C@]2(C(N)=O)CC[C@]3(C)[C@H](CC[C@@H]4[C@@]5(C)CC[C@H](O)C(C)(C)[C@@H]5CC[C@]43C)[C@@H]12	-6.1*[100 µM]	-25*[100 µM]	-22*[100 µM]	-31*[100 µM]	-57*[100 µM]	-73*[100 µM]	-1.7*[100 µM]	-23*[100 µM]
CC(C)(C)c1ccc(OC(=O)c2ccccc2)cc1	144	94	98	116	102	100	·	104
Nc1ccccc1C#Cc1ccccc1C#Cc1ccc(OCCCCCOc2ccc(C#Cc3ccccc3C#Cc3ccccc3N)cc2)cc1	109	143	103	98	93	97	117	103
Cc1cc(C(N)=O)cc(C)c1C(=O)OCCCl	·	96	111	119	101	98	97	102
CNC(C)[C@H]1CCC2C3CCC4C[C@@H](N(C)C(=O)c5ccccc5)CC[C@]4(C)C3CC[C@@]21C (some centres not stated)	-13*	0.2*	31	39	-42*	-52*	39	-66*
Cc1cc(C(=O)Nc2ccc(Cl)cc2Cl)c(C)o1	107	106	129	·	106	102	118	90
C=C1C(=O)O[C@H]2[C@H]1CC/C(COC(=O)NCc1cc(OC)cc(OC)c1)=C\CC[C@@]1(C)O[C@@H]21	·	-8.2*	-5.8*	23	-44*	-31*	37	-45*
CCOC(=O)c1cc(C(=O)c2ccc(F)cc2F)n2ncccc12	85	86	84	103	114	97	98	96
COc1cc(OC)c(Cl)cc1N	111	99	123	116	134	101	78	98
FC(F)(F)c1cccc(OCC2CNC(=S)O2)c1 (configuration not stated)	94	85	·	100	113	98	110	101
CC(=O)C1=C(O)C=C2Oc3c(C(=O)/C=C/c4ccccc4)c(O)c(C)c(O)c3[C@]2(C)C1=O	44	47	50	-4.0*	74	41	50	33
Cc1ccc(-c2nc(NS(=O)(=O)c3ccccc3)nc(Cl)c2C#N)cc1	104	103	120	112	98	96	97	86
COc1ccc(-c2[nH]c(=S)[nH]c(=O)c2Br)cc1	90	90	79	109	100	·	98	96
c1ccc(CNc2nnc(-c3cccnc3)s2)cc1	95	·	105	97	114	·	117	96
CC1(C)CC[C@]2(C(=O)O)CC[C@]3(C)C(=CCC4[C@@]5(C)C[C@@H](O)[C@@H]6OC(c7ccc([N+](=O)[O-])cc7)OC[C@@]6(C)C5CC[C@]43C)C2C1 (some centres not stated)	100	99	98	104	99	86	104	97
C/C(=N\Nc1cc(C)nc2ccc(Br)cc12)c1ccc([N+](=O)[O-])cc1	107	62	105	93	123	-30*	97	90
O=C(Nc1cccc(C(F)(F)F)c1)OC1CC2CC1C1CC3OC3C21 (configuration not stated)	105	82	93	·	96	100	115	95
Nc1ccc(N)c2c1C(=O)c1c(N)ccc(N)c1C2=O	105	99	67	105	83	95	99	83
COCc1c(N)c(C)nc(Cl)c1NC(C)=O	·	97	101	103	94	97	84	106
N#C/C(=C/N1C(=O)CC(=O)NC1=S)C(N)=O	103	100	105	107	101	94	104	102
CC(c1ccccc1)N1CSCN2C(=O)CC(=O)N=C21 (configuration not stated)	106	97	103	104	50	100	102	95
CCCc1cc(CCC)n2nc(N)nc2n1	118	110	93	128	116	105	103	111
CC(=O)c1nn(-c2ccccc2)/c(=N\N=C\c2coc3ccc(F)cc3c2=O)s1	116	·	105	107	102	95	95	97
Cc1cccc2cc(C(c3nnnn3Cc3ccc4c(c3)OCO4)N3CCN(C)CC3)c(=O)[nH]c12 (configuration not stated)	110	117	106	106	112	103	113	109
CCOC(=O)c1c(O)c2cc(-c3ccccc3)nc(C)c2c(=O)n1C	112	74	103	·	112	·	103	113
COc1ccc(O)c(CN2CC3CCC(CC3)C2)c1	102	100	121	99	·	94	109	112
COc1ccc2c(c1)CCCC2(O)C#CC1(O)CCCc2cc(OC)ccc21 (configuration not stated)	99	97	105	115	96	82	98	77
O=C1C(=Cc2ccc3cccc(Cl)c3n2)C(=O)c2ccccc21	111	70	111	110	95	93	130	92
O=S(=O)(Oc1ccc(-c2cn3ccoc3n2)cc1)c1cccc(C(F)(F)F)c1	101	85	99	104	99	95	99	87
CCC(C)C(NS(=O)(=O)c1ccc(C)cc1)C(=O)O (configuration not stated)	111	102	104	·	124	100	102	94
C(=N\Nc1nc2ccccc2s1)/c1ccc2c(c1)OCO2	101	76	117	113	·	99	·	93
O=C1NCCC12CCN(c1c(Cl)cncc1-c1ccc(OS(=O)(=O)C(F)(F)F)cc1)CC2	92	77	106	105	115	95	115	99
Cc1ccccc1N1CCN(C(=S)Cc2ccccc2)CC1	100	83	93	103	89	101	117	85
Nc1c(C(=O)c2ccc(Br)cc2)sc2nc(-c3cnccn3)cc(-c3cccs3)c12	106	106	115	125	102	102	100	99
COc1ccc(C(=O)C[n+]2cccc(Br)c2)cc1	110	91	84	112	83	92	97	99
O=C(Nc1ccsc1C(=O)NC1CCCCC1)c1ccc(F)cc1	114	102	113	121	100	98	105	103
COc1ccc(C(c2ccccc2OC)c2ccccc2C(=O)O)cc1 (configuration not stated)	102	94	98	105	94	107	106	97

The order is random. About 11% of those tested had a hit in this group.
